GPR151 ag: activates the human receptor GPR151; Q8TDV0; PathHunter beta-arrestin GPR151 cells, luminescence; activation, % at 11.2 µM; 650,000 tested, 1% active; AID 1508602; in the data active means activation above about 4.9%;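 further: 0% = median of compound wells and 100% = cells with positive control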
Target sequence (Q8TDV0 whole entry, looked up): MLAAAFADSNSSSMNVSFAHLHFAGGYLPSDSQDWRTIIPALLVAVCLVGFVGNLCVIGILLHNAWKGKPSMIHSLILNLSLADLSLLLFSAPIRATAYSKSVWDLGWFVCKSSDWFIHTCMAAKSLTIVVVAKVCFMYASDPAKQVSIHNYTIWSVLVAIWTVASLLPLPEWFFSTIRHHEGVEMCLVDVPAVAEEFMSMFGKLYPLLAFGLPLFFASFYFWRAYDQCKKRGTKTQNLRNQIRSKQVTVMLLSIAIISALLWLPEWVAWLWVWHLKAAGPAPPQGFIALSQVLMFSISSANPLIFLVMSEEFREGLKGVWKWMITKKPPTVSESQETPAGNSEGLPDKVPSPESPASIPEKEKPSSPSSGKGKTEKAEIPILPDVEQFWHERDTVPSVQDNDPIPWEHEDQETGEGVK
MITF primary: inhibitors of human MITF; 650,000 tested, 0.91% active; AlphaScreen MITF homodimerization, bead proximity signal; O75030; inhibition, % at 2.6 µM; in the data active means inhibition above about 50%;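 further: 0% = vehicle wells with protein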
Target sequence (O75030 whole entry, looked up): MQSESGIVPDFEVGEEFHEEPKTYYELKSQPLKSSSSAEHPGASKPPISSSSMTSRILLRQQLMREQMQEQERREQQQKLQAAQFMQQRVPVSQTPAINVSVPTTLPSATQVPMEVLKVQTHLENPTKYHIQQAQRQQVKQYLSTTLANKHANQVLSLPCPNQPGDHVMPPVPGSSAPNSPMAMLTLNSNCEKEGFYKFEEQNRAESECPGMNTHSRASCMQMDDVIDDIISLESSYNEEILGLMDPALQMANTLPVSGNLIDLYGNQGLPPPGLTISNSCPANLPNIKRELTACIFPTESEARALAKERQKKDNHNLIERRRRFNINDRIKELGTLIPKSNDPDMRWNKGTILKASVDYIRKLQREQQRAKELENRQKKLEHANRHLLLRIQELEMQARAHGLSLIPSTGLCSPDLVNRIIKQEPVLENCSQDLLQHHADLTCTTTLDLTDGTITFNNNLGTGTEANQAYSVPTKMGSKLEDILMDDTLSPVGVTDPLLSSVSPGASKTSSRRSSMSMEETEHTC
TEAD-YAP inh: TEAD-YAP interaction inhibition; 640,000 tested, 1.4% active; inhibition, % at 9.12 µM; AID 1259422; HEK-TIYL cells, TEAD-Gal4/YAP UAS-luciferase luminescence; in the data active means inhibition above about 32%;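 further: 0% = median of test compound wells and 100% = reference inhibitor wells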
FBW7 act: human FBW7 E3 ligase activation, primary screen; normalized activity (activation), % at 26.1 µM; 650,000 tested, 0.13% active; Q969H0; AlphaScreen FBW7–phospho-cyclin E peptide binding, activator screen; in the data active means normalized activity above about 1.9%;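 further: purified mutant Fbw7 with reduced substrate affinity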
Active calls of the source: *; & = joins results of further samples. No enrichment for hits. About 3.4% of those tested had a hit in this group.

SMILES | GPR151 ag | MITF primary | TEAD-YAP inh | FBW7 act
Cc1c(C(=O)N2CCCC(C)C2)sc2ncn(Cc3ccccc3F)c(=O)c12 (configuration not stated) | -0.6 | -3 | -1 | -0.1
Cc1ccccc1OCC(=O)N/N=C/c1ccc([N+](=O)[O-])c(O)c1 | 1.4 | -13 | -13 | 0.1
COc1ccccc1-n1c(SCC(=O)Nc2ccc(C)cc2)nc(O)cc1=O | -0.3 | 1 | 1 | -0.1
C/C(=N/NC(=S)Nc1cccc(C)c1)c1cccc(N)c1 | -0.4 | -1 | 1 | -0.1
CCOC(=O)c1sc(C)c2c(=O)n(Cc3ccccc3)nnc12 | -2.1 | -8 | -7 | 0.0
CC(C)(C)CC(=O)Nc1ccc(Cl)cc1Cl | 1.4 | 3 | 7 | 0.5
Cc1ccc(S(=O)(=O)/N=C(\N)Nc2nc(C)c3cc(C)cc(C)c3n2)cc1 | 1.9 | 8 | 3 | -0.1
COc1ccc(/C=C2/SC(=O)N(c3ccccc3)C2=O)c(OC)c1 | -1.7 | 2 | 7 | -0.1
CC1CCCCN1S(=O)(=O)c1ccc(N)cc1 (configuration not stated) | 0.8 | -3 | -7 | -0.2
COc1cc(C(CC(=O)N2CCOCC2)N2Cc3ccccc3C2=O)cc(OC)c1OC (configuration not stated) | 0.4 | 10 | 7 | -0.2
COC(=O)c1ccc(NC(=S)Nc2ccc(OC)cc2OC)cc1 | 0.2 | 18 | 6 | 0.6
O=C(c1ccc(Cl)cc1)N1CCN(c2ccc([N+](=O)[O-])c(NCCc3ccccc3)c2)CC1 | -1.5 | 4 | 6 | 0.4
COc1ccc(CCN2CCC(N(CC3CC3)C(=O)c3cccnc3)CC2)cc1 | 1.1 | 4 | 10 | -0.1
COc1ccc(CCNC(=O)CCNC(=O)c2ccc(Br)o2)cc1OC | 0.0 | 7 | 4 | -0.1
CNC(=O)/C(=C\c1ccccc1F)NC(=O)c1ccc(C)cc1 | 1.1 | 9 | 4 | 0.0
CC1(C)OC(=O)C(=Cc2ccc(-c3ccc(Cl)cc3)o2)C(=O)O1 | 0.1 | 24 | -9 | 0.2
COC(=O)c1cccc(N2C(=O)C3C4C=CC(C4=C(C)C)C3C2=O)c1 (configuration not stated) | 0.5 | -1 | 3 | 0.1
C[C@@H]1CC2C3CCC4=CC(=O)C=C[C@]4(C)[C@@]3(F)[C@@H](O)C[C@]2(C)[C@H]1C(=O)CO (some centres not stated) | -0.5 | -8 | -21 | -0.2
O=C(NCCO)c1ccc2nc(Nc3ccc(C(F)(F)F)cc3)sc2c1 | -1.1 | 9 | -50 | 0.1
CN(C(=O)Cc1c(C(=O)O)n(C)c2ccccc12)c1ccc(F)cc1 | -0.7 | 2 | 11 | 0.1
CCCNC(=O)c1cccc(Nc2ccccc2)c1 | 0.2 | -200 | -14 | 0.0
N#C/C(=C\c1ccc(-c2nc3ccccc3s2)o1)C(N)=S | -2.7 | 17 | -37 | -0.4
CCOc1ccc2ccccc2c1-c1nc2sc3c(c2c(=O)[nH]1)CCCC3 | 0.3 | 0 | -6 | 0.0
C(=N\Nc1ccccn1)/c1ccc2c(c1)OCCO2 | -6.1 | -10 | 4 | -0.4
O=C(/C=C/C=C/c1ccc2c(c1)OCO2)N1CCCCC1 | -4.5&-1.5&-3.1 | -8&-19&9 | -38&-28&-33 | 0.7&0.1&0.2

Random excerpt: 6 compounds from above.
SMILES | GPR151 ag | MITF primary | TEAD-YAP inh | FBW7 act
C/C(=N/NC(=S)Nc1cccc(C)c1)c1cccc(N)c1 | -0.4 | -1 | 1 | -0.1
CC1(C)OC(=O)C(=Cc2ccc(-c3ccc(Cl)cc3)o2)C(=O)O1 | 0.1 | 24 | -9 | 0.2
C[C@@H]1CC2C3CCC4=CC(=O)C=C[C@]4(C)[C@@]3(F)[C@@H](O)C[C@]2(C)[C@H]1C(=O)CO (some centres not stated) | -0.5 | -8 | -21 | -0.2
Cc1c(C(=O)N2CCCC(C)C2)sc2ncn(Cc3ccccc3F)c(=O)c12 (configuration not stated) | -0.6 | -3 | -1 | -0.1
CCOC(=O)c1sc(C)c2c(=O)n(Cc3ccccc3)nnc12 | -2.1 | -8 | -7 | 0.0
COC(=O)c1cccc(N2C(=O)C3C4C=CC(C4=C(C)C)C3C2=O)c1 (configuration not stated) | 0.5 | -1 | 3 | 0.1

The main list resumes with the three entries that preceded the break.
SMILES | GPR151 ag | MITF primary | TEAD-YAP inh | FBW7 act
CCOc1ccc2ccccc2c1-c1nc2sc3c(c2c(=O)[nH]1)CCCC3 | 0.3 | 0 | -6 | 0.0
C(=N\Nc1ccccn1)/c1ccc2c(c1)OCCO2 | -6.1 | -10 | 4 | -0.4
O=C(/C=C/C=C/c1ccc2c(c1)OCO2)N1CCCCC1 | -4.5&-1.5&-3.1 | -8&-19&9 | -38&-28&-33 | 0.7&0.1&0.2
CCCCNCc1cc(Br)c(OCC(=O)NC(C)(C)C)c(OC)c1 | 1.4 | 8 | 1 | 0.1
COc1ccc(/C(O)=C2\C(=O)C(=O)NC2c2ccc3c(c2)OCO3)cc1 (configuration not stated) | -1.7 | 2 | -17 | 0.1
N#C/C(=C\c1c(F)cccc1Cl)c1nc2ccccc2c(=O)[nH]1 | -0.6 | 5 | 11 | -0.1
CC(C)N(C(=O)Cn1nc2n(Cc3ccccc3)c3ccccc3n2c1=O)C(C)C | 3.5 | -10 | 4 | 0.2
CC1=C(C(=O)OCCOc2ccccc2)C(c2cccc(Cl)c2Cl)C2=C(CC(c3ccc(Cl)cc3)CC2=O)N1 (configuration not stated) | -0.5 | -6 | 4 | 0.9
Cc1c(NC(=O)/C=C/c2ccc(Br)cc2)c(=O)n(-c2ccccc2)n1C | 0.2 | -4 | 9 | 0.1
COc1ccc(/C=C/C(=O)Nc2ncc(S(=O)(=O)c3ccc([N+](=O)[O-])cc3)s2)cc1OC | -0.3 | 2 | 3 | 0.5
COc1cc(SC)ccc1C(=O)NCC(C)C | -0.9 | 16 | -26 | 0.6
CCN(c1ccccc1)c1c(-c2ccc3c(c2)OCC(=O)N3)c(=O)c1=O | 1.8 | 16 | 1 | -0.1
O=C(COc1ccccc1[N+](=O)[O-])Nc1ccc(F)cc1 | -1.3 | -2 | -44 | -0.3
O=C(CSc1ccc2nnc(-c3cccc(F)c3)n2n1)Nc1cccc(F)c1 | -0.3 | 1 | -4 | 0.0
COc1cc(OC)cc(C(=O)NCC(=O)N2CCN(c3ccc(O)cc3)CC2)c1 | 0.8 | 11 | 0 | 0.0
O=C(Nc1cccc2c1C(=O)NC2=O)c1cc([N+](=O)[O-])cc([N+](=O)[O-])c1Cl | -0.6 | 11 | 6 | 0.3
CC(=O)c1sc2nc(CSc3nnnn3C)[nH]c(=O)c2c1C | 0.7 | 2 | 4 | -0.1
COCCNC(=O)C1CCC(CNS(=O)(=O)c2ccc(OC)cc2)CC1 (configuration not stated) | 6.0* | 6 | 5 | 0.2
CCCn1c(=O)c(C(=O)OCC)c(O)c2cc(Br)ccc21 | 0.3 | 1 | 9 | 0.0
Cc1cccc(NC(=O)Cn2c(=O)n(CCc3ccccc3)c(=O)c3ncccc32)c1 | -1.2 | 0 | 8 | 0.1
CCOC(=O)N1CCN(C(=O)c2ccc(NCc3ccccc3Cl)c(S(=O)(=O)Nc3cccc(C(F)(F)F)c3)c2)CC1 | 0.6 | -11 | 3 | 0.0
CC1=C(C(=O)Nc2ccccn2)C(c2ccccn2)C2=C(CC(c3cccs3)CC2=O)N1 (configuration not stated) | -1.0 | 4 | 10 | 0.2
O=C(Nc1n[nH]c(C(F)(F)F)n1)c1ccc(Br)o1 | 0.8 | 6 | 3 | 0.0
O=C(NN1C(=O)C2C(C1=O)C1c3ccccc3C2C2C=CC=CC21)c1ccncc1 (configuration not stated) | 0.5 | 12 | -1 | 0.0
CC(C)CN1CCc2nnc(C(C)NC(=O)C(C)C)n2CC1 (configuration not stated) | 0.6 | -15 | -33 | 0.1
CC[C@H](C)[C@@H]1NC(=O)[C@@H]2C[C@H](NCc3cnn(-c4cccc(F)c4)c3)CN2C1=O | -1.1 | -14 | -7 | 0.1
Nc1nnc(SCC(=O)N2N=C(c3ccc4ccccc4c3)CC2c2ccccc2)s1 (configuration not stated) | -1.5 | 0 | 51* | 0.0
Cc1ccc(OC(C)C(=O)Nc2ccccc2C#N)cc1 (configuration not stated) | -0.8 | 3 | -8 | -0.1

Remaining list, next part:
SMILES | GPR151 ag | MITF primary | TEAD-YAP inh | FBW7 act
O=C(Nc1ccccc1C(F)(F)F)c1nc2c(nnn2Cc2ccc(F)cc2)c(=O)[nH]1 | -0.7 | -10 | -3 | 0.1
O=c1c(=O)n(Cc2ccccc2Cl)ccn1Cc1ccccc1 | -1.9 | -4 | 4 | -0.1
CN1CCN(CCCNC(=O)CCNC(=O)Cn2cnc3ccccc3c2=O)CC1 | -1.6 | 1 | 3 | -0.1
Cc1ccccc1-n1ccnc1SCC(N)=O | 0.0 | 6 | 7 | 0.2
Cc1ccc(Cn2c(C)c3cn[nH]c(=O)c3c2C)cc1 | -0.8 | 4 | -24 | -0.1
COCCNC(=O)c1ccc2c(c1)N(Cc1ccccc1C)C(=O)CS2 | -0.5 | 3 | 20 | -0.2
N/C(=N\OC(=O)CCCOc1ccccc1)c1ccc([N+](=O)[O-])cc1 | 0.9 | -13 | 3 | 0.3
Nc1cccc(-c2cccc(C(=O)NC3CCN(Cc4ccccc4)CC3)n2)c1 | 5.3* | 15 | -2 | 0.1
COc1ccc2c(c1)CCc1c(C(=O)N3CCN(C)CC3)noc1-2 | 0.4 | 13 | -26 | 0.0
COc1ccc(-c2cc(C(F)(F)F)n3ncc(C(=O)NC(C)(C)C)c3n2)cc1OC | 0.0 | 13 | 4 | 0.3
O=C(Cc1ccccc1F)N1CCC(n2nc(C3CC3)ccc2=O)CC1 | 2.4 | -8 | -16 | 0.1
Cc1ccccc1-c1nc2c3c4c(sc3ncn2n1)CCCC4 | -0.4 | 10 | 6 | 0.0
Cc1cccc(NC(=O)C2CCCN(S(=O)(=O)c3c(C)[nH]c(=O)[nH]c3=O)C2)n1 (configuration not stated) | 0.6 | 0 | -5 | 0.0
CCOC(=O)C1=C(O)/C(=C/N(C)C)SC1=Nc1ccc([N+](=O)[O-])cc1 | 0.8 | 2 | 15 | 0.0
Cc1ccc(OCCOCCNCCN)c(Cl)c1 | -1.1 | 35 | 8 | 0.5
Cc1[nH]c2ccccc2c1C(Nc1cccc(C(F)(F)F)c1)c1cccnc1 (configuration not stated) | 1.4 | -4 | -6 | 0.0
COc1ccc(-n2nc(C(=O)NCCCN3CCC(C)CC3)c3ccccc3c2=O)c(OC)c1 | -0.7 | 5 | 10 | -0.1
CCCOc1ccc2c(c1)C(=NNC(N)=O)c1cc(OCCC)ccc1-2 | -0.7 | -7 | -3 | -0.1
CCOC(=O)c1nn(-c2ccc(Cl)cc2)c(=O)c2c(NC(C)=O)scc12 | 1.2 | -3 | 2 | 0.0
COc1cccc(C(=O)NCC2(c3ccccc3)CCCC2)c1 | 1.6 | -5 | 0 | 0.0
Cc1nc(N2CCCCC2)nc2c1CCC2 | 0.4 | 5 | 2 | 0.0
O=C1CC(=O)Nc2cc(S(=O)(=O)Nc3cccc(-c4ccno4)c3)ccc2N1 | -0.6 | -4 | 5 | -0.2
CC(C)C(=O)Nc1ccc(-c2nc3cccnc3s2)cc1 | -4.8 | 12 | 87* | 0.3

Screens deposited in PubChem by The Scripps Research Institute Molecular Screening Center.
